# HBB splice mod – qHTS Assay for Modulators of Hemoglobin Beta Chain Splicing; HBB splicing reporter cell assay, activation; EGFP reporter with mutant IVS2-654 intron; response scale: normalised to 500 nM splice-correcting PNA; Potency, µM (highest dose often 46.1 µM), without a hit: at the top dose activation, most hits filed as activators; hit rate 0.06% among 65,000; AID 925, 2007; also: potency is read from the fitted curve at half-maximal effect; 0% is about no effect
#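 HeLa cells stably expressing EGFP interrupted by mutant beta-globin intron 2 (IVS2-654), 500/well in 2% FCS. Treated with compound for 2 days at 37C. Splicing correction scored as total well GFP intensity (488 nm excitation, 500-520 nm emission); 500 nM antisense PNA served as control.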
# USP2a inh – qHTS Assay for Inhibitors of Ubiquitin-specific Protease USP2a. USP2a enzymatic assay, qHTS inhibition. Potency, µM (top dose mostly 38.3 µM), without a hit: at the highest dose activity change, negative = inhibition, actives largely listed as inhibitors. Ubiquitin carboxyl-terminal hydrolase 2 (Homo sapiens), O75604. hit rate 0.1% among 60,000;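 also: potency is read from the fitted curve at half-maximal effect; nearly all actives have a fitted effect of over 60% in size; plate controls were DMSO for no effect and NEM full inhibition control for full effect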
#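 USP2 core (20 nM final) was preincubated with compound for 30 min at RT in 20 mM Tris-HCl pH 8.0, 2 mM CaCl2, 2 mM beta-mercaptoethanol; Ub-PLA2 (20 nM) plus NBD C6-HPC (20 uM) then added, fluorescence read after 2.5 h.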
# CRE-bla Fsk – Cell signaling CRE-BLA (Fsk stim) | CHO CRE-bla reporter (cAMP response element driving beta-lactamase), forskolin EC10, beta-lactamase ratio | AID 662, 2007 | hit rate 2.5% among 71,000 | Potency, µM (series often up to 38.2 µM), for the others: at the top dose activity change, negative = inhibition, actives largely listed as activators; active = well fitted activation curve with a large enough effect in the signal ratio, with a control signal flat, not every such curve was filed as active; inconclusive = small, poorly fitted or top-dose-only effect, or effect the other way, or a change in a side signal; the % refers to the signal ratio; also: potency is read from the fitted curve at half-maximal effect; % of control where 0% means no effect
#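 Reporter-gene assay: CHO cells with beta-lactamase behind cAMP responsive elements, co-treated with compound and EC10 NKH 477 for 3 hours at 37 degrees Celsius. Activity came from the 460/530 nm CCF4 emission ratio.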
# Hsp90 Hop PPI – qHTS Assay for Disrupters of an Hsp90 Co-Chaperone Interaction; Hsp90 C-terminal peptide / TPR2A (Hop) interaction, human; AlphaScreen TPR2A-His6 binding biotin-Hsp90 C-terminal peptide; Potency, µM (series often up to 57 µM), for the others: at the highest dose activity change, negative = inhibition; hit rate 0.44% among 71,000; AID 595, 2007; active = well fitted curve in either direction with a large enough effect; inconclusive = small, poorly fitted or top-dose-only effect, or another doubt; also: potency is read from the fitted curve at half-maximal effect; % is scaled to controls: 0 for no effect and ±100 for the full control effect; many of its hits are not listed in these tables
# HADH2 inh – qHTS Assay for Inhibitors of HADH2 (Hydroxyacyl-Coenzyme A Dehydrogenase, Type II). recombinant HADH2, NADH fluorescence, beta-hydroxybutyryl-CoA. hit rate 3.4% among 73,000. Potency, µM (highest dose often 57.1 µM), without a hit: at the highest dose activity change, negative = inhibition, actives largely listed as inhibitors. AID 886, 2007. 3-hydroxyacyl-CoA dehydrogenase type-2 (Homo sapiens), Q99714; also: potency is read from the fitted curve at half-maximal effect; % is scaled to controls: 0 for no effect and ±100 for the full control effect; nearly all actives have a fitted effect of over 60% in size; many of its hits are not listed in these tables
# Target sequence (Q99714 whole entry, looked up, one chain of several): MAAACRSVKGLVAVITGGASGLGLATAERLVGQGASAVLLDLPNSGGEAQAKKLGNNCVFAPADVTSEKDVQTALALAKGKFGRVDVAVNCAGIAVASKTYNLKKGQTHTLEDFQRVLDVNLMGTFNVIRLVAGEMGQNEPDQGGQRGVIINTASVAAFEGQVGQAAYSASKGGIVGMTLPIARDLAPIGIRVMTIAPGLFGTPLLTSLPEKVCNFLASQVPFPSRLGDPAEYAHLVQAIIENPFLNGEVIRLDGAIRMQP
#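 His-tagged recombinant enzyme from E. coli, 20 nM, preincubated 15 min RT with compound; reaction started with 1 mM NAD+ and 90 uM beta-hydroxybutyryl-CoA in 100 mM Tris-HCl pH 9.0. NADH fluorescence (ex 360/em 450) read over 4 min; last-minus-first difference.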
# BRCT inh red – qHTS Assay for Inhibitors of BRCT-Phosphoprotein Interaction (Red Fluorophore); Breast cancer type 1 susceptibility protein (Homo sapiens), P38398; BRCT-phosphopeptide binding, red fluorescence polarization; Potency, µM (doses to about 76.9 µM), inactives show top-dose activity change, negative = inhibition, actives largely listed as inhibitors; hit rate 0.03% among 75,000; AID 892, 2007; also: % is scaled to controls: 0 for no effect and ±100 for the full control effect
#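 Fluorescence polarization: 100 nM His-tagged BRCA1 BRCT with 100 nM TAMRA-labelled phospho-BACH1 decapeptide, phosphate buffer pH 7.3 with 150 mM NaCl, DTT, 0.01% Tween 20; 12 min RT. Binding inhibition seen as FP decrease.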
# DNA Pol III inh – qHTS Assay for Inhibitors of DNA Polymerase III Holoenzyme System | reconstituted DNA polymerase III holoenzyme replication, biochemical | AID 603, 2007 | Potency, µM (highest dose often 57.1 µM), inactives show at the highest dose activity change, negative = inhibition | hit rate 0.25% among 71,000; also: potency is read from the fitted curve at half-maximal effect; % is scaled to controls: 0 for no effect and ±100 for the full control effect
#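 Reconstituted *E. coli* holoenzyme (0.35 nM Pol III, 1 nM beta, 154 nM SSB, 2 nM primase) was preincubated with compound for 15 min at RT. Synthesis on 1.4 nM ssM13Gori ran 35 min, then was stopped with PicoGreen/EDTA and read as dsDNA fluorescence.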
# GFP derepression – qHTS Assay for Epigenetic Modulators | mouse C127i GFP locus derepression, cytometry, 30 h | Potency, µM (titrated, usually from 46.1 µM), for the others: top-dose GFP derepression (activation) | hit rate 0.09% among 68,000 | AID 597, 2007; also: % of control where 0% means no effect
#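 Locus derepression in mouse mammary C127i cells whose integrated CMV-GFP reporter is normally silent; GFP expression after 30 h compound treatment was quantified by counting fluorescent cells.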
# ALOX15 inhib – qHTS Assay for Inhibitors of 15-hLO (15-human lipoxygenase). Polyunsaturated fatty acid lipoxygenase ALOX15 (Homo sapiens), P16050. purified 15hLO-1, xylenol orange hydroperoxide absorbance. AID 887, 2007. hit rate 1.4% among 74,000. Potency, µM (doses to about 57.1 µM), for the others: top-dose activity change, negative = inhibition, actives largely listed as inhibitors; also: potency is read from the fitted curve at half-maximal effect; % is scaled to controls: 0 for no effect and ±100 for the full control effect; nearly all actives have a fitted effect of over 55% in size
# Target sequence (P16050 whole entry, looked up): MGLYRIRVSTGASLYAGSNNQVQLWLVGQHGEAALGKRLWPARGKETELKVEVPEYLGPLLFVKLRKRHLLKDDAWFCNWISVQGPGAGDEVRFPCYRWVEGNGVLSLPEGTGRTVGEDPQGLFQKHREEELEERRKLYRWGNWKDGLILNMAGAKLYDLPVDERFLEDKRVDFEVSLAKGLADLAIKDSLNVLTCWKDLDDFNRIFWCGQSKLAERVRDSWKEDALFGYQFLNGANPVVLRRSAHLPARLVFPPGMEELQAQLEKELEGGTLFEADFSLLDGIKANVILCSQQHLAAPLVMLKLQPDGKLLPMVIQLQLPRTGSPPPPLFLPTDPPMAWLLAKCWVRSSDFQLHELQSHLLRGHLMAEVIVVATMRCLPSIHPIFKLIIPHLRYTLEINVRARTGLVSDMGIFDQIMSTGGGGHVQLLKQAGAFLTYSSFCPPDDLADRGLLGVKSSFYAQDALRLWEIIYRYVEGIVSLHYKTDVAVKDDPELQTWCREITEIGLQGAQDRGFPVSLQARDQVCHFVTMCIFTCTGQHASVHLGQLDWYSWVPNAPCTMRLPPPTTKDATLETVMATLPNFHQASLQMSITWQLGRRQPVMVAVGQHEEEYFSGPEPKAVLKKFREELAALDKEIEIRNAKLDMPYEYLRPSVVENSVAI
#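 Compounds were preincubated 15 min at room temperature with 40 nM purified human enzyme (25 mM Hepes pH 7.5, 0.01% Triton X-100); 50 uM arachidonic acid reacted 6 min. Fe-xylenol orange detection, 30 min, absorbance ratio 573/405 nm.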
# Ub-GFP proteasome – Ubiquitin-GFP Assay; Ubiquitin-GFP reporter cells, proteasome inhibition, GFP fluorescence; response scale: untreated = 0%, 10 µM MG-132 = 100%; Potency, µM (highest dose often 45.9 µM), for inactives: at the highest dose activation (GFP accumulation), most hits filed as activators; 67,000 tested, under 10 active; active = well fitted activation curve with a large enough effect, not every such curve was filed as active; inconclusive = small, poorly fitted or top-dose-only effect, or another doubt; inactive = no such curve, though single readings can be large or run the other way; also: potency is read from the fitted curve at half-maximal effect
#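 Proteasome blockade was scored as a rise in GFP-expressing U2OS cells carrying a ubiquitin(G76V)-GFP construct, imaged after 4 hr compound treatment at 37 °C across a 46 uM–2.9 nM series.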
# BRCT inh green – qHTS Assay for Inhibitors of BRCT-Phosphoprotein Interaction (Green Fluorophore) | Breast cancer type 1 susceptibility protein (Homo sapiens), P38398 | BRCA1 BRCT-phosphopeptide binding, green fluorescence polarization | Potency, µM (highest dose often 76.9 µM), for inactives: top-dose activity change, negative = inhibition, actives largely listed as inhibitors | hit rate 0.05% among 75,000 | AID 875, 2007;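 also: potency is read from the fitted curve at half-maximal effect; plate controls were peptide without protein for full effect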
#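 Fluorescence polarization: His-tagged BRCT (~35 kDa BRCA1 C-terminus, 250 nM) bound to 100 nM fluorescein-labeled phosphorylated 10-aa BACH1 peptide, pH 7.3 phosphate buffer with DTT and Tween 20. Compounds incubated 12 min at room temperature; inhibition read as lowered polarization.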
# An asterisk follows results filed as active; ? = inconclusive; nt = no result given; [ ] = remark or other dose. Unless noted, calls follow the shape of the dose curve; as a rule, active = well fitted curve in the direction sought with a large enough effect; inconclusive = small, poorly fitted or top-dose-only effect, or another doubt; inactive = no such curve, though single readings can be large; an effect the other way counts as inactive or inconclusive. The list is partial (hit frequency here may not be typical).
mol | HBB splice mod | USP2a inh | CRE-bla Fsk | Hsp90 Hop PPI | HADH2 inh | BRCT inh red | DNA Pol III inh | GFP derepression | ALOX15 inhib | Ub-GFP proteasome | BRCT inh green
O=C(NC1(C(F)(F)F)NC(=O)N(Cc2ccco2)C1=O)c1cccnc1 (configuration not stated) | -0.5% | -7% | -4% | -6% | -2% | 0.7% | 3% | 6% | 10% | 2% | -2.5%
CCCNC(=O)CS(=O)(=O)Cc1nc(-c2cccc(OC)c2)oc1C | -0.1% | nt | -1% | -1% | 8% | -1.3% | -5% | -8% | 7% | 21% | -1.5%
O=C(O)C1C2C=CC(C2)C1C(=O)OCc1ccccc1 (configuration not stated) | -1.5% | -10% | -13% | -3% | -6% | 0.4% | -2% | -2% | 6% | -4% | -1.4%
CCc1ccc2nc(NC(=O)c3cc(C)on3)sc2c1 | 3.2%[57.5 µM] | -4% | -5% | 2% | -8% | 1.1% | -3% | 0% | -8% | 5% | -1.0%
COc1ccc(CCNC(=O)c2ccc(CN3CCOCC3)cc2)cc1 | nt | -6% | -5% | 1% | 12% | 0.0% | -2% | -3% | -26% | -5% | -1.0%
CN(C)c1ncc(C(=O)O)cn1 | 1.7%[57.5 µM] | -4% | 9% | -5% | -5% | 0.4% | -4% | 4% | ? | -2% | -0.5%
COCCNC(=O)CS(=O)Cc1nc(-c2ccc(Cl)cc2)oc1C (configuration not stated) | -0.2% | nt | ? | -4%[2.3 µM] | -10% | -0.6% | 1% | nt | -2% | 4% | 1.5%
O=C1c2ccccc2S(=O)(=O)N1Cc1cccc(S(=O)(=O)N2CCOCC2)c1 | -0.8% | 10% | 3% | -4% | 0% | 0.0% | -1% | 2% | 0% | 2% | -0.9%

# The list goes on.
mol | HBB splice mod | USP2a inh | CRE-bla Fsk | Hsp90 Hop PPI | HADH2 inh | BRCT inh red | DNA Pol III inh | GFP derepression | ALOX15 inhib | Ub-GFP proteasome | BRCT inh green
CC1CCCC(C(=O)OCc2ccccc2)N1 (configuration not stated) | -1.6% | -7% | ? | -5% | 10% | 1.0% | -6% | 3% | 27% | -4% | -0.4%
C[C@@]1(CO)[C@H](O)CC[C@]2(C)[C@@H]1CC[C@H]1C[C@H]3C[C@]12CC[C@]3(O)COC(=O)CN | 4.7%[9.22 µM] | nt | -6%[7.6 µM] | 0%[11 µM] | 9%[11.4 µM] | -0.6%[15.4 µM] | -2%[11.4 µM] | -2%[9.22 µM] | 2%[11.4 µM] | -5%[9.17 µM] | -1.8%[15.4 µM]
O=C1CCc2cc(S(=O)(=O)NCCC(=O)NC3CCN(Cc4ccccc4)CC3)ccc2N1 | -1.4% | 8% | 0% | 1% | 2% | -0.5% | -2% | 3% | -1% | -9% | -1.8%
CCc1cc(C(=O)Cc2nc3ccccc3[nH]2)c(O)cc1O | 0.7% | 1% | 2% | -6% | -28% | 0.0% | -1% | 1% | 3% | -6% | -1.1%
N#Cc1ccccc1NC(=O)c1ccccc1OCC(=O)NCc1ccco1 | 2.7% | 20% | ? | -6% | -7% | 0.1% | 2% | 3% | 9% | 0% | -2.4%
CC(=O)OC(C(=O)n1nc(C)cc1C)c1ccccc1 (configuration not stated) | 1.3% | -2% | 13% | -2% | nt | -0.5% | -1% | 3% | 0% | 0% | 0.7%
OCc1ccncc1.OCc1ccncc1.[Cl][Pt]([Cl])([Cl])[Cl] | 5.6%[9.22 µM] | nt | 5%[7.6 µM] | 0%[11 µM] | ? | -1.2%[15.4 µM] | -6%[11.4 µM] | 0%[9.22 µM] | 0%[11.4 µM] | 1%[9.17 µM] | -3.1%[15.4 µM]
Cc1cc(C)nc(SCc2nnc(SCC(=O)Nc3nccs3)n2Cc2ccco2)n1 | nt | 16% | 23% | -1% | 7% | 0.2% | -4% | -1% | -2% | -6% | 0.0%

# Other results.
mol | HBB splice mod | USP2a inh | CRE-bla Fsk | Hsp90 Hop PPI | HADH2 inh | BRCT inh red | DNA Pol III inh | GFP derepression | ALOX15 inhib | Ub-GFP proteasome | BRCT inh green
COc1ccc(Nc2ccc3c(c2)=NC2(CCCCC2)[N+]=3[O-])cc1 | -0.6%[9.22 µM] | 26% | -10% | ? | -19% | 0.6% | -9% | -2% | ? | -15% | 1.7%
CCOC(=O)c1cnc(N2CCOCC2)[nH]c1=O | 2.0%[57.5 µM] | 5% | -5% | -2% | -6% | 0.7% | -2% | -2% | -17% | 1% | -7.2%
O=C(Oc1ccc(-c2nnco2)cc1)N(c1ccccc1)c1ccccc1 | -0.7% | 5% | ? | 1% | 6% | -0.6% | 6% | 0% | -13% | 11% | 0.8%
CCc1nnc(NC(=O)C2Cc3ccccc3C(=O)O2)s1 (configuration not stated) | -0.1% | nt | 3% | -1% | 0% | 1.3% | -6% | 9% | 3% | 0% | 0.1%
O=S(=O)(NC1CC1)c1ccc(S(=O)(=O)N2CCc3ccccc32)cc1 | -3.7% | 4% | 4% | 0% | -11% | -0.2% | -9% | 1% | -5% | -2% | -1.2%
CC(C)n1c(C(=O)OCC(=O)NCc2ccc3c(c2)OCO3)cc2sccc21 | nt | -7% | 18% | 1% | 1% | -0.4% | -4% | -2% | -13% | -5% | -1.7%
O=S(=O)(c1ccc2c(c1)OCCO2)N(Cc1ccc(F)cc1)Cc1nnc(-c2cccs2)o1 | -5.0% | 9% | ? | 6% | 11% | 1.1% | -11% | -2% | 7% | 0% | -1.3%
O=C(Nn1cnnc1)c1cc2cc(Br)ccc2oc1=O | -0.6% | 1% | ? | -1% | -5% | -0.3% | 1% | 3% | 3% | 15% | -1.4%

# (continued)
mol | HBB splice mod | USP2a inh | CRE-bla Fsk | Hsp90 Hop PPI | HADH2 inh | BRCT inh red | DNA Pol III inh | GFP derepression | ALOX15 inhib | Ub-GFP proteasome | BRCT inh green
CN(C)CCn1c(C(=O)Nc2ccccc2)cc2ccccc21 | -0.4% | 7% | -3% | -2% | -1% | -1.0% | -7% | 6% | 2% | -4% | 0.6%
CCN(CC)C(=O)CSc1nnc(CCCCCNC(=O)OC(C)(C)C)o1 | -0.2%[57.5 µM] | 4% | -10% | -1% | 2% | 0.6% | -2% | 3% | 9% | 0% | -1.8%
COc1ccc(-n2ncc3c(N4CCCc5ccccc54)ncnc32)cc1 | 3.9%[0.369 µM] | -5% | ? | ? | ? | -0.6% | 0% | 4% | 0% | -4% | 3.5%
CCn1c(NCc2ccccn2)nc2c1c(=O)n(C)c(=O)n2C | 5.4%[1.84 µM] | 0% | ? | -6% | 6% | 0.7% | 5% | -2% | 7% | -5% | 0.3%
Fc1ccc(-n2cnnn2)c(F)c1 | -1.8% | 2% | -3% | -5% | -1% | -0.2% | -5% | -2% | 3% | 4% | -0.4%
O=C(NCc1ccco1)c1cccc(S(=O)(=O)N2CCOCC2)c1 | -0.3% | 4% | 0% | -7% | -5% | -2.0% | -4% | -2% | -3% | 4% | 1.0%
COc1cc(C)c(C(C)C)cc1S(=O)(=O)NCCCn1ccnc1 | -3.6% | 10% | ? | -9% | -6% | -2.0% | 0% | -1% | 17% | 2% | 0.6%

# Limited to GFP derepression and BRCT inh green (2 entries from above):
mol | GFP derepression | BRCT inh green
CC1CCCC(C(=O)OCc2ccccc2)N1 (configuration not stated) | 3% | -0.4%
CCc1nnc(NC(=O)C2Cc3ccccc3C(=O)O2)s1 (configuration not stated) | 9% | 0.1%

# From PubChem
